# GalR3 antag: human GalR3 antagonism | O60755 | HEK293 GalR3-CNG cAMP membrane potential fluorescence; galR3 body fused to GalR1 C-terminus | inhibition, % at 3 µM | actives 0.44% (n = 360,000) | AID 651719;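 active means inhibition above the screen-wide average plus 3 SD, cut at about 13% in these data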;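 further: forskolin and galanin both at EC90 stimulate the cells; cAMP rise reported by CNG channel membrane potential dye signal; 0% = forskolin plus galanin with DMSO and 100% = forskolin alone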
# Target sequence (O60755 1-299 limits assumed): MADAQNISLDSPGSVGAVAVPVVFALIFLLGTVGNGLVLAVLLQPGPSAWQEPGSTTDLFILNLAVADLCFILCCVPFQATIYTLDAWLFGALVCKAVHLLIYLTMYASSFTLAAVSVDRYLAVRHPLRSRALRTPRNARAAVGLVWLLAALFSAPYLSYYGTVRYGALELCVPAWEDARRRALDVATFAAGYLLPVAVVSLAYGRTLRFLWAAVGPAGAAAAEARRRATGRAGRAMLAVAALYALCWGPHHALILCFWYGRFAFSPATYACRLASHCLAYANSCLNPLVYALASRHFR
# OXTR ag: human OXTR agonism; P30559; CHO-OTR cells, Fluo-8 calcium fluorescence; normalized: DMSO 0%, oxytocin 100%; activation, % at 3 µM; actives 0.32% (n = 320,000); AID 2435;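 active means activation above the mean of all tested compounds plus 3 SD, cutoff set per screening run, cut at about 20% in these data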;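 further: peak over basal fluorescence ratio from a 100 s FLIPR kinetic read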
# NS3 helicase inh: blocks Hepatitis C virus NS3 helicase unwinding; NS3 helicase DNA unwinding, Cy5 molecular beacon fluorescence; inhibition, % at 10.9 µM; actives 0.56% (n = 290,000);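 active means inhibition above the mean of all tested compounds plus 3 SD, set per campaign, cut at about 35% in these data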;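 further: 0% = DMSO wells and 100% = thioflavine S control wells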
#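 test system = hepatitis C virus NS3 helicase domain fragment enzyme | reagent = annealed dual-labelled DNA beacon duplex, ATP-started | times = 1 h at 25 °C | detection = Cy5 fluorescence, 0 and 60 min reads | read-out basis = percent inhibition from t60/t0 fluorescence ratio | control set = DMSO and thioflavine S | replication = one well per compound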
# PHOSPHO1 inh: PHOSPHO1 (human) inhibition; inhibition, % at 13.3 µM; recombinant PHOSPHO1, absorbance phosphatase assay; Q8TCT1; actives 1.1% (n = 290,000); AID 1565; in the data active means inhibition above about 60%
# Target sequence (Q8TCT1 whole entry, looked up): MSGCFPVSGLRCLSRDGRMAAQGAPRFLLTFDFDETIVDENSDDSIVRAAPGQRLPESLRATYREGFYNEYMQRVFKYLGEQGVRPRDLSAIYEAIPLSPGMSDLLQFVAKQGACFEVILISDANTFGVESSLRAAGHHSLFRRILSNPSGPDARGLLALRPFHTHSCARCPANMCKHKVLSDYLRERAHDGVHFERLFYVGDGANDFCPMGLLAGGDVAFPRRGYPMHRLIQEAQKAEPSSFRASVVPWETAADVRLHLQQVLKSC
# DNA FID counter: counter-screen for HCV NS3 helicase inhibitors: DNA intercalator displacement. DNA fluorescent intercalator displacement, fluorescence. inhibition, % at 7.9 µM. actives 0.17% (n = 290,000). AID 1845; in the data active means inhibition above about 37%;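 further: 0% = vehicle and 100% = reference compound; higher means more ethidium bromide displaced from hairpin DNA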
# IMP-1 inhibitor: blocks Pseudomonas aeruginosa IMP-1 metallo-beta-lactamase; inhibition, % at 5.6 µM; AID 1556; purified IMP-1, nitrocefin hydrolysis, epi-absorbance fluorescence; actives 0.45% (n = 290,000);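 active means inhibition above the mean plus 3 SD of all compounds in the same screening run, cut at about 4.5% in these data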;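 further: 0% = IMP-1 with DMSO and 100% = DMSO wells lacking enzyme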
#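 Assay system: purified IMP-1; Quantity: IMP-1 0.2 nM before substrate addition; Medium: HEPES buffer pH 7.1 with ZnSO4 and Brij 35; Incubation: 15 min enzyme–compound preincubation, then 25 min nitrocefin reaction, 25 °C; Signal: fluorescence quenching readout, ex 480/em 530 nm; Controls: DMSO with and without IMP-1; Repeats: singlicate testing.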
# V1R ag counter: activates human V1a receptor in oxytocin agonist counter-screen; P37288; CHO-V1R cells, Fluo-8 calcium fluorescence, agonist mode; 0% DMSO, 100% 3 nM vasopressin; activation, % at 3 µM; actives 0.25% (n = 320,000); AID 2797;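 active means activation above the mean activation of all tested compounds plus 3 SD, per screening run, cut at about 20% in these data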;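 further: signal is peak over basal fluorescence ratio across a 100 second FLIPR read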
# Target sequence (P37288 whole entry, looked up): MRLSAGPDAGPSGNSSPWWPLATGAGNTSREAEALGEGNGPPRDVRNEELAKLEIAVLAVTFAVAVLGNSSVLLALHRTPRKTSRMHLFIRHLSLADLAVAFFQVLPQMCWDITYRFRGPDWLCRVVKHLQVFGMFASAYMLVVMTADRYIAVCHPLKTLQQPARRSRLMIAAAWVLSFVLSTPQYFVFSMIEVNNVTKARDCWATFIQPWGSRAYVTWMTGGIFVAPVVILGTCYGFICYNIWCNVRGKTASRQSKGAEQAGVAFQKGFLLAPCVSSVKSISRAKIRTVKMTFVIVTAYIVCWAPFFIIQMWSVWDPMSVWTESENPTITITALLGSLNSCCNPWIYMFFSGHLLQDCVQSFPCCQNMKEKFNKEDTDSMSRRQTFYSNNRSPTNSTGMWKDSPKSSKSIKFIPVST
# VIM-2 inh: blocks Pseudomonas aeruginosa VIM-2 metallo-beta-lactamase. inhibition, % at 5.6 µM. actives 0.89% (n = 290,000). AID 1527. purified VIM-2, nitrocefin hydrolysis, epi-absorbance fluorescence;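 active means inhibition above the mean of all tested compounds plus 3 SD, cutoff set per screening run, cut at about 7.5% in these data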;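 further: red hydrolysis product quenches plate fluorescence so inhibitors raise well fluorescence; 0% = enzyme with DMSO and 100% = DMSO without enzyme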
# GPR7 antag: antagonists of human GPR7 (neuropeptides B/W receptor 1); inhibition, % at 4.4 µM; GPR7-expressing cells, fluorescence antagonist assay; P48145; AID 1861; actives 1.1% (n = 290,000); in the data active means inhibition above about 16%, passing the limit was not always enough;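 further: cells stimulated with the agonist NPW; 0% = agonist with vehicle and 100% = vehicle without agonist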
# Starred values were filed as active, the others as inactive; nt = not tested or not shown; & = joins results of further samples. Outcome played no part in choosing rows; overall some 4.3% were active at least once.
SMILES,GalR3 antag,OXTR ag,NS3 helicase inh,PHOSPHO1 inh,DNA FID counter,IMP-1 inhibitor,V1R ag counter,VIM-2 inh,GPR7 antag
O=C(COc1cc(O)c2c(=O)cc(-c3ccccc3)oc2c1)c1ccccc1,-5,-0.1,5,49,2,-2.3,-0.9,-2.9,8
COC(=O)c1sccc1-c1ccc(C(=O)Nc2ccccc2)o1,-5,-1.2,-5,24,-11,-1.5,-0.7,-2.8,8
CCCCN1Cc2c(nc3cc(-c4ccco4)[nH]n3c2=O)C1=O,6,-2.1,49*,24,-18,-4.0,0.7,-2.5,1
Cc1c(NC(=O)c2cc(-n3cnnc3)ccc2Cl)cccc1-c1nc2ccccc2s1,-10,5.0,-2,40,-24,-2.8,3.0,-2.1,-8
CN(Cc1ccco1)S(=O)(=O)c1nnc(NC(=O)c2ccccc2Cl)s1,-8,0.7,14,41,-16,-2.9,1.9,9.1*,0
Cc1cc(C2=NNC(=NCc3ccccc3)SC2)c(C)n1-c1c(C)n(C)n(-c2ccccc2)c1=O,-1,nt,36*,-32,-35,-3.3,nt,-2.7,-15
CCc1ccccc1NC(=S)NC1CC2CCCC(C1)N2Cc1cccs1 (stereo unspecified),-6,0.8,-5,18,8,-1.2,0.9,-2.1,-8
CC(C)OC(=O)NC(c1ccccc1)C(Cl)(Cl)Cl (stereo unspecified),-2,-1.9,6,1,-3,-3.6,-1.3,-5.0,-7
Cc1ccc(S(=O)(=O)N2CCN(Cc3cccc(C)c3O)CC2)cc1,-1,0.2,-4,-20,-1,-3.1,1.0,-3.2,-14
O=C(Nc1cccc(Oc2ccc3c(c2)C(=O)NC3=O)c1)c1ccco1,-10,2.6,3,-14,-6,-8.0,7.4,-2.7,-3
O=C(CSc1nnc2ccccn12)c1ccc(Cl)cc1,-11,-1.6,-1,-12,-5,-2.8,-0.6,-0.1,-19
Cc1nc(C)c(-c2ccnc(/N=C/NO)n2)s1,-6,-0.7,0,12,0,-2.7,0.8,0.5,-13
COCc1c(C(=O)OC)nnn1-c1ccc(C(F)(F)F)cc1[N+](=O)[O-],2,0.4,-1,32,-2,-3.0,-0.6,-3.4,-14
C=CCNC(=S)NN(c1ccccc1)c1ccccc1,-4,-2.5,8,25,-6,-3.3,-1.2,-2.2,-8
Cc1cccnc1Nc1nc(-c2ccc(F)cc2)cs1,-1,-2.4,-12,22,-8,-5.7,-1.5,0.3,-36
COc1ccc(C(=O)Nc2ccccc2-c2ccccc2)cc1Cl,1,-2.1,24,-12,-1,5.2*,-0.9,-0.8,3
Cc1ccc(S(=O)(=O)NC(C)C(c2cccs2)N2CCN(C)CC2)cc1 (stereo unspecified),-6,1.6,-2,2,5,-5.5,1.4,-2.7,-6
CC(=O)c1c(-c2ccc(Cl)cc2Cl)noc1C,-1,-1.6,-6,15,1,-1.2,0.1,-1.4,-16
CCOC(=O)[C@H](CCc1ccccc1)N[C@@H](C)C(=O)N1CCC[C@H]1C(=O)O,3,0.3&-0.7,4,-4,-8,-4.3,0.4&0.7,-3.1,-6
CC1(C(=O)Oc2ccccc2)Cc2ccccc2C(=O)O1 (stereo unspecified),-6,0.4,3,15,-6,-2.5,-0.5,-2.1,-11
O=C(Nc1nnc(-c2ccc3c(c2)OCCO3)o1)c1ccc(Cc2ccccc2)cc1,3,-0.3,10,11,-1,-4.3,-0.1,-1.6,-12
Cc1onc(-c2c(Cl)cccc2Cl)c1C(=O)Nc1ccc2c(c1)OCO2,-2,-1.8,-5,38,-8,-2.4,-0.3,-2.5,0
O=C(C1CCN(S(=O)(=O)c2cccc3nsnc23)CC1)N1CCN(c2ccccc2F)CC1,-5,-1.6,-19,-30,-26,-2.6,1.9,-3.2,3
c1ccc(NCc2nnc3n2CCCCC3)cc1,-4,-0.7,-1,-5,-4,-6.3,0.3,-3.4,-15
CC(C)C(NC(=O)c1c(F)cccc1F)C(=O)NCC(c1ccccc1)N(C)C (stereo unspecified),-4,-1.9,-3,-13,4,-2.6,0.0,-3.6,8
O=C1CCCC(O)=C1C1C2=C(CCCC2=O)Oc2ccccc21 (stereo unspecified),-1,0.9,5,-2,-1,-0.6,1.1,0.7,2
O=C(O)c1cccc(NS(=O)(=O)c2ccc(S(=O)(=O)N3CCOCC3)cc2)c1,-6,nt,12,nt,-5,-2.4,nt,-1.4,-10
O=C(NNC(=O)c1nn(-c2ccc(F)cc2)ccc1=O)c1ccc(Cl)cc1,0,-1.4,6,2,-4,1.4,0.6,1.1,6
Cc1ccccc1CN1CCNC(=O)C1CC(=O)N(C)CCC1CCOCC1 (stereo unspecified),-3,-0.2,6,38,-33,-1.4,0.9,-1.9,-12
CNC(=O)/C=C1\NC(C)(C)Cc2ccccc21,-6,-1.0,2,3,0,-2.8,0.0,-1.2,-3
O=C(CSc1nnc(-c2ccccn2)n1Cc1ccco1)Nc1ccc2c(c1)OCO2,-3,-1.6,6,22,-16,-3.9,-0.1,-3.3,8
CCCCN(c1ccccc1)S(=O)(=O)N(C)C,3,-2.0,2,42,0,-0.4,-0.1,0.2,7
CCc1ccccc1NC(=O)CCS(=O)(=O)c1ccc(OC)cc1,-13,-1.2,20,-3,-10,37*,-0.6,-1.7,-8
CC(=O)N1CCN(C2=NC(=O)C(=C3CCCCC3)S2)CC1,-1,1.2,-3,18,-8,-3.7,1.5,-0.9,-11
CC(=O)Nc1c(O)n(C)c2ccccc12,-3,0.1,6,7,-1,0.5,-0.4,-1.2,-4
Cc1cc(=O)n(CC(=O)Nc2cc(Cl)ccc2C)c(C(C)C)n1,-6,-0.1,8,1,-2,-3.7,-0.2,1.5,6
O=C(CSc1nc2ccccc2nc1N1CCOCC1)N1CCN(c2ccccc2)CC1,nt,-2.1,-17,41,-52,-3.2,-1.5,0.1,-1
CC(C)c1nnc(NC(=O)C2CCN(c3nc4ccccc4s3)CC2)s1,-2,0.2,-12,24,1,-2.4,0.2,-2.8,-9
Cc1ccc(-n2nc(CC#N)c(C#N)c2N)cc1,-5,0.0,5,-25,-3,-2.0,0.7,-0.6,-10
Cn1cccc1C(=O)NCC(c1ccc(F)cc1)N1CCOCC1 (stereo unspecified),0,-0.3,3,8,1,-2.0,-0.1,-3.5,-11

# IMP-1 inhibitor: what is marked active above.
structure | GalR3 antag | NS3 helicase inh | PHOSPHO1 inh | IMP-1 inhibitor | VIM-2 inh | GPR7 antag
COc1ccc(C(=O)Nc2ccccc2-c2ccccc2)cc1Cl | 1 | 24 | -12 | 5.2* | -0.8 | 3
CCc1ccccc1NC(=O)CCS(=O)(=O)c1ccc(OC)cc1 | -13 | 20 | -3 | 37* | -1.7 | -8

# Continuation.
SMILES,GalR3 antag,OXTR ag,NS3 helicase inh,PHOSPHO1 inh,DNA FID counter,IMP-1 inhibitor,V1R ag counter,VIM-2 inh,GPR7 antag
CCOC(=O)c1cc(C#N)c(SCC(=O)c2cc(C#N)c(SC)nc2C)nc1C,3,1.6,nt,73*,nt,nt,0.7,nt,nt
Cc1ccsc1/C=C1\SC(N2CCOCC2)=NC1=O,-3,-1.5,-6,52,-7,-0.1,-1.7,2.7,10
O=C(COc1ccc([N+](=O)[O-])cc1)N(Cc1cccs1)C1CCS(=O)(=O)C1 (stereo unspecified),-5,-1.0,8,24,-17,-2.3,0.0,-1.5,0
COc1ccc(S(=O)(=O)N2CCCC(C(=O)N3CCN(C)CC3)C2)cc1Cl (stereo unspecified),0,0.6,-1,18,13,-0.1,1.1,1.7,-13
O=C(Cc1ccccc1)N/N=C/c1cc(Br)cc(Cl)c1O,-4,2.0,-5,13,-6,-1.2,-0.2,-1.3,8
CC1=C(C(=O)OC(C)C)C(c2c[nH]c3ccccc23)n2ncnc2N1 (stereo unspecified),nt,0.4,-4,-14,-7,-1.7,1.7,-1.2,-10
COC(=O)C1=CN(Cc2ccccc2)C=C(C(=O)OC)C1c1cc(F)ccc1F,-13,-2.4,-15,27,-27,-1.9,0.0,-2.1,-3
O=S(=O)(Nc1cc(Sc2cccc3cccnc23)c(O)c2ccccc12)c1ccc(F)cc1,-5,-0.8,-3,7,-10,-3.2,0.4,-3.7,-10
O=C(NCCCCc1ccccc1)C12CN(Cc3ccccc3)CC1C(c1cccc([N+](=O)[O-])c1)=NO2 (stereo unspecified),-4,-0.3,-13,36,-14,-1.5,0.2,-1.1,6
COc1cc(OC)cc(C(=O)NC(=S)Nc2cccnc2)c1,4,-0.8,0,44,2,1.8,0.2,0.0,5
COc1ccc(N2CCN(C(=O)c3oc4ccccc4c3NC(=O)Cc3cccc(OC)c3)CC2)cc1,0,-1.7,-15,6,-33,-0.7,8.2,-5.2,-4
Nc1nnnn1/N=C/c1cc(Cl)ccc1O,-3,2.7,-12,37,-5,-2.8,2.6,-1.3,13
COc1ccc(/C=C(\C#N)C(=O)OCC(=O)Nc2ccc(-c3nc4ccc(C)cc4s3)cc2)cc1,-3,1.9,3,-10,-5,-2.2,1.4,0.2,5
C#CCOC(=O)/C(=C/c1ccc(F)cc1)NC(C)=O,-11,-0.3,-4,3,-1,0.3,-1.2,-1.5,2
CCOC(=O)c1ccc(N(C(=O)c2ccco2)C(C(=O)NC2CCCC2)c2ccncc2)cc1 (stereo unspecified),-9,-1.0,15,36,-37,0.4,-1.3,-2.0,3
COc1ccc2c(Cl)c(C(=O)NN3CCN(C)CC3)sc2c1,-3,1.5,2,26,7,-0.9,0.5,8.5*,2
COc1ccc(-c2cn(Cc3ccc(C)cc3)nn2)cc1,-8,2.5,-8,-30,-21,-1.5,1.8,-0.9,3
Clc1cccc(Cl)c1/C=C/c1nc2ccccc2[nH]1,nt,-3.0,-5,21,-1,-2.9,-1.6,-5.1,-14

# Compound profiles, from the list above. Order of screens: GalR3 antag | OXTR ag | NS3 helicase inh | PHOSPHO1 inh | DNA FID counter | IMP-1 inhibitor | V1R ag counter | VIM-2 inh | GPR7 antag
# O=S(=O)(Nc1cc(Sc2cccc3cccnc23)c(O)c2ccccc12)c1ccc(F)cc1 across the screens: -5 | -0.8 | -3 | 7 | -10 | -3.2 | 0.4 | -3.7 | -10
# COc1ccc(/C=C(\C#N)C(=O)OCC(=O)Nc2ccc(-c3nc4ccc(C)cc4s3)cc2)cc1 across the screens: -3 | 1.9 | 3 | -10 | -5 | -2.2 | 1.4 | 0.2 | 5
# CC1=C(C(=O)OC(C)C)C(c2c[nH]c3ccccc23)n2ncnc2N1 (stereo unspecified) across the screens: nt | 0.4 | -4 | -14 | -7 | -1.7 | 1.7 | -1.2 | -10

# Compound activity from PubChem BioAssay.
